miR-122 sensor = inhibitors of miR-122 in Huh7 cells; actives 0.3% (n = 340,000); activation (reporter increase), % at 12.5 µM; Huh7 miR-122 Renilla luciferase sensor, 48 h; neutral wells = 0, positive control = 100;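 active = mean replicate activation score at least 90 and every replicate individually at or above 90; inconclusive = only one of the two criteria met; inactive = neither criterion met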;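 note: higher luciferase means less miR-122 activity so hits act as miR-122 inhibitors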
SIRT5 block = blocks human SIRT5 desuccinylation of peptide | Q9NXA8 | Purified SirT5, succinyl-peptide AMC, trypsin-coupled fluorescence | inhibition, % at 15 µM | actives 1.1% (n = 330,000) | AID 652115; in the data active = inhibition above about 15%; inconclusive = no clear call, values can overlap the other calls
Target sequence (Q9NXA8 whole entry, looked up): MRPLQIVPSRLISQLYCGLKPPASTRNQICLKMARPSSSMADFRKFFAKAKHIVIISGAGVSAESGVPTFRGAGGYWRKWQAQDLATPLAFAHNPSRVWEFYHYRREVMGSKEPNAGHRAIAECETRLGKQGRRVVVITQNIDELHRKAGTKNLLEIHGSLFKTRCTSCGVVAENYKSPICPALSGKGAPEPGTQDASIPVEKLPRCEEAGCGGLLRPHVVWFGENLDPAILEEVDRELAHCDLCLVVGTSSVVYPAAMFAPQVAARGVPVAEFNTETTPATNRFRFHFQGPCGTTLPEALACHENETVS
CFTR F508del cor = CFTR F508del correction in bronchial cells | activity (quench increase), % at 7.58 µM | CFBE cells, YFP halide quenching; stimulated with forskolin plus potentiator P3; % fluorescence drop versus neutral controls | actives 0.36% (n = 350,000) | AID 720511;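 active = mean added fluorescence quench of at least 8% versus neutral control, with both replicates also reaching 8%; inconclusive = only one of the mean or replicate conditions met; inactive = mean below 8% and not both replicates reaching 8%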;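 note: cells transiently co-express mutant CFTR-F508del with the halide-sensitive YFP; corrector assay measuring rescue of mutant channel to the surface after 24 h compound exposure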
ERp5 inh = inhibitors of human ERp5; Q15084; ERp5 insulin aggregation, absorbance 650 nm, 90 min; inhibition, % at 9.99 µM; actives 0.05% (n = 350,000);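 active = mean replicate inhibition above about 25%, with every replicate also reaching it, limit read from the data, passing the limit was not always enough; inconclusive = only one of those two criteria met; inactive = neither criterion met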
Target sequence (Q15084 whole entry, looked up): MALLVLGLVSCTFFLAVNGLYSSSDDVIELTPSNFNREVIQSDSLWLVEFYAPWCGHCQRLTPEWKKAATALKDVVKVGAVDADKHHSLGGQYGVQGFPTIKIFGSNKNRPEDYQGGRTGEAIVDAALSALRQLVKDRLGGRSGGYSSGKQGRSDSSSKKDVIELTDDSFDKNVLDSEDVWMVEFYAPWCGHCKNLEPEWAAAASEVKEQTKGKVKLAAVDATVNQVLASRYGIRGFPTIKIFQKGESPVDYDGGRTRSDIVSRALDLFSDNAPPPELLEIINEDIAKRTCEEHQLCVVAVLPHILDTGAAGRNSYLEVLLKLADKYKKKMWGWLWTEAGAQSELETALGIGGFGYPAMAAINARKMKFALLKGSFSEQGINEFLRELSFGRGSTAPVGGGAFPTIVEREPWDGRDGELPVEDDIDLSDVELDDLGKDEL
ERAP1 HTS inh = blocks human ERAP1 aminopeptidase activity; recombinant ERAP1, Leu-AMC fluorescence, 60 min; inhibition, % at 10.7 µM; actives 0.15% (n = 340,000); AID 652197;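 active = mean replicate inhibition of at least 30%, or all replicates individually reaching that 30% level; inactive = mean below 30% and not every replicate reaching it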;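 note: 0% = neutral control wells and 100% = L-leucinethiol positive control wells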
CASP6 VEID inh = caspase-6 (human) enzyme inhibition. P55212. purified caspase-6, Z-VEID-R110 cleavage fluorescence. inhibition, % at 12.5 µM. actives 0.53% (n = 350,000). AID 686996;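 active = mean inhibition across replicates at least about 35%, with every replicate also reaching that limit, limit read from the data; inconclusive = only one of the two criteria met; inactive = neither criterion met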;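 note: 0% = median of neutral control wells and 100% = no fluorescence left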
Target sequence (P55212 24-179 limits assumed): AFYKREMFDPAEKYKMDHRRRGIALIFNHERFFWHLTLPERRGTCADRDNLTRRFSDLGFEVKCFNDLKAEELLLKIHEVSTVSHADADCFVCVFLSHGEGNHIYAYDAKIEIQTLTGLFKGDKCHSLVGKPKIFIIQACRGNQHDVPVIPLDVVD
Target sequence (P55212 194-293 limits assumed): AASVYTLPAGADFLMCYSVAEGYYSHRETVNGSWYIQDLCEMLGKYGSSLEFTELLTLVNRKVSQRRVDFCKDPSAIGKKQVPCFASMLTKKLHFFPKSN
DENV2 CPE = inhibitors of DENV2 cytopathic effect; DENV2-infected cells, cytopathic effect rescue, plate reader; CPE inhibition, % at 9.99 µM; actives 1.7% (n = 350,000); in the data active = CPE inhibition above about 20%, passing the limit was not always enough; inconclusive = no clear call, values can overlap the other calls; tested in BHK-21 cells;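 note: 0% = median of neutral control wells and 100% = median of positive control wells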
Numbers without * were called inactive; ? = inconclusive; . = no result given; & = joins results of further samples; [ ] = another dose, or the depositor's remark. Compounds as they come (roughly 4% active in at least one column).

mol | miR-122 sensor | SIRT5 block | CFTR F508del cor | ERp5 inh | ERAP1 HTS inh | CASP6 VEID inh | DENV2 CPE
Cc1ccc(S(=O)(=O)Nc2nc(C)c(C(=O)NN)s2)cc1 | 0 | 3 | -0.9 | 10 | -2 | 3 | 2
O=C(Cc1ccc(NC2=NC3CS(=O)(=O)CC3S2)cc1)Nc1ccc(F)cc1 (configuration not stated) | -7 | -3 | -5.2 | 2 | 5 | 0 | 0
O=C(CN1C(=O)NC2(CCc3ccccc32)C1=O)NCc1cccc(C(F)(F)F)c1 (configuration not stated) | -3 | -1 | -2.4 | -10 | 0 | 5 | 2
COCC(=O)N(C)C[C@@H]1Oc2ncc(-c3ccccc3OC)cc2C(=O)N([C@H](C)CO)C[C@H]1C | 3[16.7 µM] | 3 | 0.1 | -7 | -1 | 1 | ?
Cc1ccccc1C(=O)NC1CC2CCCC(C1)N2CC(C)C (configuration not stated) | 4 | . | 1.1 | 3 | -3 | -4 | 10
C/C(Cc1nnn(-c2cc(C)on2)n1)=N\O | -5 | -3 | 0.5 | 3 | 2 | -2 | -1
N#CC(=C(O)COC(=O)CCCNC(=O)c1ccc(Cl)cc1)c1nc2ccccc2[nH]1 | -9 | -10 | 1.1 | -5 | 0 | -2 | ?
CC(=O)c1cccc(CN2CCC(n3nccc3NC(=O)c3ccc4c(c3)OCO4)CC2)c1 | . | -4 | 2.0 | 4 | 0 | -3 | -3
CCOc1ccc(N(C)S(=O)(=O)c2ccc(C)c(C(=O)NCCc3ccc(OC)cc3)c2)cc1 | 8 | 2 | -3.3 | -1 | 4 | 0 | -5
O=C(NCCc1ccccc1)C1CCCN1S(=O)(=O)c1cccc2nsnc12 (configuration not stated) | -2 | -1 | 0.2 | -1 | -3 | 0 | -4
COc1ccc2c3c(n(C)c2c1)[C@H](CO)N(C(=O)C1CCC1)CC31CN(C(=O)Nc2cccc(F)c2)C1 | . | 1 | -1.8 | -1 | 0 | 4 | 5
COc1ccc(NC(=O)N2CC[C@@H]3[C@H]2c2cc(-c4ccc(F)cc4)ccc2N(C)[C@H]3CO)cc1 | -12[16.7 µM] | 0 | -0.5 | -2 | 0 | -2 | -1
CCc1ccccc1NC(=O)C1CCCN1S(=O)(=O)c1ccc(-c2ccc(=O)[nH]n2)s1 (configuration not stated) | -3 | 4 | -1.5 | 7 | 2 | -1 | 5
CCc1nc2c(OCC(=O)N3CCOCC3)cccn2c1N(C)C(=O)COc1ccccc1 | 22 | -3 | -0.5 | 0 | -1 | . | -8
Cc1oc(-c2ccccc2F)nc1CS(=O)(=O)CC(=O)NCCN(C)C1CCCCC1 | 11 | 2 | 3.1 | -2 | 2 | -7 | 14
O=C1/C(=C/c2ccc(F)cc2)SC(=S)N1NS(=O)(=O)c1ccccc1 | 2 | -2 | 0.8 | 1 | 5 | 2 | 1
COc1cc(-c2nc3c4ccccc4nc(=S)n3[nH]2)cc(OC)c1OC | 7 | 0 | 1.4 | -3 | 1 | 3 | 0
CC(C)[C@H](NS(=O)(=O)c1ccc(F)cc1F)C(=O)N1CCC[C@H]1C(=O)NCCc1ccccc1Cl | . | 1 | 0.0 | 1 | 1 | -2 | -7
CC(C)n1nc(C(=O)NNC(=O)c2ccc(OC(F)F)cc2)c2ccccc2c1=O | -1 | -2 | 0.1 | -16 | -2 | 6 | 0
COc1ccc(C(=O)O/N=C(\N)Cc2ccc([N+](=O)[O-])cc2)c(OC)c1 | . | 1 | -4.2 | -3 | 6 | 0 | -7
Cc1cc(CNC(=S)Nc2ccc(S(=O)(=O)Nc3ncccn3)cc2)nn1C | . | -2 | 0.7 | 1 | -1 | -1 | -2
CO[C@H]1CN(C)C(=O)c2ccc(NC(=O)Nc3ccccc3F)cc2OC[C@H](C)N(C)C[C@H]1C | 5[16.7 µM] | 4 | 2.2 | 4 | -2 | -2 | 33*
Cc1ccccc1N1CCN(Cc2nc(Cc3ccccc3)no2)CC1 | . | -6 | 1.5 | 3 | 2 | -5 | -2
CCc1ccc(N2CCN(C(=O)N3CCOCC3)CC2)cc1 | . | -3 | -0.5 | 4 | 4 | . | -2
O=C(NNC(=O)c1cc2ccccc2oc1=O)c1ccccc1 | . | 2 | 3.3 | 4 | 2 | 0 | 17
O=C(NN1C(=O)/C(=C/c2ccc(O)cc2)SC1=S)c1cccc(O)c1 | -7 | 6 | -3.3 | 4 | -3 | 2 | ?
CCC(=O)N1[C@H](CO)[C@@H](c2ccccc2)C12CN(Cc1ccccc1F)C2 | . | 2 | 3.8 | -3 | -3 | -1 | 1
O=C1NC[C@H](CCCCN2C[C@H](Cc3ccccc3)N(CCc3ccc(O)cc3)C(=O)C2=O)N(CC2CCCCC2)C1=O | . | . | 2.5 | 16 | . | 5 | 5
CCCc1cn(CC[C@H]2CC[C@H](NC(=O)Cc3cccnc3)[C@@H](CO)O2)nn1 | . | 2 | 0.4 | -2 | 4 | 1 | -2
COc1ccc(NC(=O)Nc2ccc3c(c2)CC(=O)N([C@H](C)CO)C[C@H](C)[C@@H](CN(C)C)O3)cc1 | 5[16.7 µM] | -1 | -0.1 | 0 | 0 | -3 | -2

Arranged by value in ERAP1 HTS inh (highest first): some entries from above.
| Compound | miR-122 sensor | SIRT5 block | CFTR F508del cor | ERp5 inh | ERAP1 HTS inh | CASP6 VEID inh | DENV2 CPE |
| --- | --- | --- | --- | --- | --- | --- | --- |
| O=C1/C(=C/c2ccc(F)cc2)SC(=S)N1NS(=O)(=O)c1ccccc1 | 2 | -2 | 0.8 | 1 | 5 | 2 | 1 |
| CCc1ccc(N2CCN(C(=O)N3CCOCC3)CC2)cc1 | . | -3 | -0.5 | 4 | 4 | . | -2 |
| COc1cc(-c2nc3c4ccccc4nc(=S)n3[nH]2)cc(OC)c1OC | 7 | 0 | 1.4 | -3 | 1 | 3 | 0 |
| Cc1cc(CNC(=S)Nc2ccc(S(=O)(=O)Nc3ncccn3)cc2)nn1C | . | -2 | 0.7 | 1 | -1 | -1 | -2 |
| CO[C@H]1CN(C)C(=O)c2ccc(NC(=O)Nc3ccccc3F)cc2OC[C@H](C)N(C)C[C@H]1C | 5[16.7 µM] | 4 | 2.2 | 4 | -2 | -2 | 33* |
| CCC(=O)N1[C@H](CO)[C@@H](c2ccccc2)C12CN(Cc1ccccc1F)C2 | . | 2 | 3.8 | -3 | -3 | -1 | 1 |

Other results.
mol | miR-122 sensor | SIRT5 block | CFTR F508del cor | ERp5 inh | ERAP1 HTS inh | CASP6 VEID inh | DENV2 CPE
Cc1cc(C(=O)CN2C(=O)c3ccccc3S2(=O)=O)c(C)n1C(C)C | . | -2 | -2.9 | 1 | 1 | -3 | -5
C[C@H]1CN([C@@H](C)CO)C(=O)c2cc(C#Cc3ccc(F)cc3)cnc2O[C@@H]1CN(C)S(C)(=O)=O | -10[16.7 µM] | -1 | -1.9 | 6 | 2 | 0 | -1
O=C(CN1CCN(C(c2ccccc2)c2ccccc2)CC1)N1CCOCC1 | 0 | -10 | -2.9 | -3 | -8 | -1 | 23*
CNC[C@H]1Oc2cc(C#Cc3ccncc3)ccc2S(=O)(=O)N([C@@H](C)CO)C[C@H]1C | . | -2 | 1.1 | 3 | 1 | -3 | 6
CN(C)CCCNC(=O)c1ccccc1Oc1ccccc1 | . | -3 | -1.1 | 2 | 0 | -14 | 0
O=C(O)CS(=O)(=O)c1ccc(C(F)(F)F)cn1 | -3 | -2 | -2.0 | 6 | -2 | -2 | -5
O=C(c1ccc2c(c1)OCO2)C1CCCN(C(=O)c2cnn(Cc3ccccc3)c2)C1 (configuration not stated) | -3 | -4 | -2.8 | -5 | . | 1 | ?
CCOC(=O)C1CCN(C(=O)c2ccc3c(=O)n4c(nc3c2)CCCCC4)CC1 | . | 2 | 2.0 | -1 | -4 | -95 | 0
Cc1ccc(S(=O)(=O)N2CCc3ccccc3C2)cc1 | . | -2 | 0.8 | 4 | 1 | -1 | -3
CCCSc1nc2c(cnn2-c2ccccc2)c(=O)[nH]1 | -9 | -4 | 0.8 | 5 | 0 | -2 | -9
CC1CN(CCOc2ccc(F)cc2)CC(C)O1 (configuration not stated) | 0 | . | 0.9 | 0 | -4 | 1 | 17
Cc1cccc(NC(=S)/N=C(\N)Nc2nc(C)c3cc(C)ccc3n2)c1 | -3 | -5 | 3.0 | -6 | -1 | -1 | 6
CC12CCC(C(=O)Nc3cc(F)ccc3F)(CC1=O)C2(C)C (configuration not stated) | 3 | . | -1.3 | -3 | 0 | -2 | .
CC1CC(C)CN(C(=O)CSc2nc(N)cc(=O)[nH]2)C1 (configuration not stated) | . | 2 | 1.3 | -1 | . | -1 | .
C[C@@H]1CN([C@@H](C)CO)C(=O)c2cc(NC(=O)c3ccccc3)ccc2O[C@@H](C)CCCCO[C@@H]1CN(C)CC1CCCCC1 | -6[16.7 µM] | -3 | -1.3 | 0 | 1 | 0 | 5

One compound at a time, as listed above.
`CC1CC(C)CN(C(=O)CSc2nc(N)cc(=O)[nH]2)C1` (configuration not stated) is listed with miR-122 sensor = .; SIRT5 block = 2; CFTR F508del cor = 1.3; ERp5 inh = -1; ERAP1 HTS inh = .; CASP6 VEID inh = -1; DENV2 CPE = .
`CC12CCC(C(=O)Nc3cc(F)ccc3F)(CC1=O)C2(C)C` (configuration not stated) is listed with miR-122 sensor = 3; SIRT5 block = .; CFTR F508del cor = -1.3; ERp5 inh = -3; ERAP1 HTS inh = 0; CASP6 VEID inh = -2; DENV2 CPE = .

(more compounds)
mol | miR-122 sensor | SIRT5 block | CFTR F508del cor | ERp5 inh | ERAP1 HTS inh | CASP6 VEID inh | DENV2 CPE
C[C@@H]1CN([C@H](C)CO)C(=O)Cc2cc(NC(=O)Nc3ccccc3)ccc2O[C@H]1CN(C)C(=O)NC1CCCCC1 | 1[16.7 µM] | . | -1.1 | -1 | -3 | 1 | 2
CCCOc1ccc2c(=O)c(-c3cc(C(=O)OC)oc3C)c(C)oc2c1 | -6 | 1 | . | -1 | 2 | 7 | 4
O=C(CCNC(=O)C1CCN(S(=O)(=O)c2ccc(F)cc2)CC1)NCCc1cccc(F)c1 | -7 | -5 | 0.1 | 1 | 2 | -1 | ?
Cc1cc(C(=O)O/N=C(\N)c2ccc(C(C)(C)C)cc2)no1 | 1 | . | 0.2 | 13 | . | -1 | 65*
O=C1c2cccc3cccc(c23)C(=O)N1Nc1ccccc1 | -19 | -1 | -0.1 | -7 | 0 | 1 | 1
COc1ccc(-c2nc(CS(=O)CC(=O)NC3CCCCCC3)c(C)o2)cc1 (configuration not stated) | . | 10 | 0.7 | 2 | -3 | 4 | 11
Cc1ccc(NC(=O)c2sc(N)nc2-c2ccc([N+](=O)[O-])cc2)cc1C | 5 | 5 | -7.9 | -13 | 2 | 1 | 1
O=C(CCN1C(=O)/C(=C\c2ccccc2)SC1=S)NNC(=O)c1ccccc1O | -3 | 0 | 0.4 | 6 | 0 | 6 | 0
C[C@@H]1CN([C@@H](C)CO)C(=O)c2cccc(NC(=O)c3nc4ccccc4s3)c2O[C@@H]1CN(C)CC1CC1 | -3[16.7 µM] | 0 | 1.6&0.8 | 5&-1 | -2 | -2&0 | 5&-5
CC(=O)c1cccc(NC(=O)CN(c2ccccc2F)S(C)(=O)=O)c1 | 0 | -4 | -1.6 | -2 | 3 | -5 | 3
O=C(NCc1ccc(F)cc1)C1CCN(S(=O)(=O)N2CCOCC2)CC1 | 0 | 1 | -0.9 | 2 | 1 | 0 | 6
C[C@H]1CN([C@@H](C)CO)S(=O)(=O)c2ccc(C#Cc3ccc(F)cc3)cc2O[C@@H]1CN(C)C(=O)CN(C)C | -23[16.7 µM] | -2 | -3.9 | 4 | -1 | 0 | 8
CCC(=O)N(CCc1ccccc1)Cc1cc2cc(C)ccc2[nH]c1=O | 2 | -2 | 4.0 | 3 | -3 | -3 | -2
O=C(NCc1cccnc1)C(=O)NCC1OCCN1S(=O)(=O)c1cc(F)ccc1F (configuration not stated) | 24 | 0 | 0.3 | 0 | 1 | -4 | 3

Bioassay records deposited in PubChem by Broad Institute.
